Ba/F3 V617F tox: reduce viability of Ba/F3 cells dependent on JAK2V617F | Ba/F3 EpoR-JAK2V617F viability, ATP luminescence | inhibition, % at 5.6 µM | hit rate 1.1% among 220,000;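 active = inhibition above the campaign mean plus 3 SD over all tested compounds, cut at about 24% in these data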;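 note: cytokine-independent growth of Ba/F3 cells driven by EpoR plus mutant JAK2; 0% = DMSO-treated cells and 100% = JAK inhibitor I control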
BaF3 parental: reduces parental Ba/F3 cell viability, JAK2V617F counter-screen; CellTiter-Glo ATP luminescence; inhibition, % at 5.6 µM; hit rate 1.1% among 220,000; AID 1486;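 active = inhibition above a per-campaign cutoff, the mean inhibition of all tested compounds plus 3 SD, cut at about 27% in these data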;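 note: 0% = DMSO wells and 100% = JAK Inhibitor I control wells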
S1P4 antagonist: human S1P4 receptor antagonism | inhibition, % at 4.98 µM | AID 1510 | O95977 | hit rate 0.26% among 220,000 | S1P4-expressing cells, antagonist mode, reporter read-out; in the data active = inhibition above about 29%;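 note: 0% = wells stimulated with agonist and 100% = vehicle wells without agonist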
Target sequence (O95977 whole entry, looked up): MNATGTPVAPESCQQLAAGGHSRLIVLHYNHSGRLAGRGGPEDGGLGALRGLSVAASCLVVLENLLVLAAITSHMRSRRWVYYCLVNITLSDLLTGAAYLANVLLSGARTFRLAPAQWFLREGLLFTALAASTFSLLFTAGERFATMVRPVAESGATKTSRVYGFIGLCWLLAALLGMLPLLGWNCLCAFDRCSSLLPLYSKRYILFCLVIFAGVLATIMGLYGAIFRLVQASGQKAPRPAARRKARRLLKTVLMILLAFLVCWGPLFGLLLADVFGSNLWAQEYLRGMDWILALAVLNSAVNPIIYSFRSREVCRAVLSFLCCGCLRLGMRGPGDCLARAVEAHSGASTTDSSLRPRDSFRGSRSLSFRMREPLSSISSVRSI
NCF1 inh: inhibitors of human p47phox binding. inhibition, % at 24.7 µM. P14598. AID 1274. p47phox/p22phox peptide binding, fluorescence polarization, 2 h. hit rate 0.53% among 220,000;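 active = inhibition above about 30%, limit read from the data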;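 note: 0% = p47phox with labelled peptide and 100% = labelled peptide alone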
NPY-Y1 PAM-ag: human NPY-Y1 potentiation or agonism, primary screen. NPY-Y1 expressing cells, potentiator/agonist activation. activation, % at 3.6 µM. hit rate 0.37% among 220,000; in the data active = activation above about 33%, passing the limit was not always enough;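 note: cells stimulated with NPY at EC10 then isoproterenol at EC100; 0% = low agonist plus stimulus and 100% = saturating agonist plus stimulus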
Target sequence (P25929 whole entry, looked up): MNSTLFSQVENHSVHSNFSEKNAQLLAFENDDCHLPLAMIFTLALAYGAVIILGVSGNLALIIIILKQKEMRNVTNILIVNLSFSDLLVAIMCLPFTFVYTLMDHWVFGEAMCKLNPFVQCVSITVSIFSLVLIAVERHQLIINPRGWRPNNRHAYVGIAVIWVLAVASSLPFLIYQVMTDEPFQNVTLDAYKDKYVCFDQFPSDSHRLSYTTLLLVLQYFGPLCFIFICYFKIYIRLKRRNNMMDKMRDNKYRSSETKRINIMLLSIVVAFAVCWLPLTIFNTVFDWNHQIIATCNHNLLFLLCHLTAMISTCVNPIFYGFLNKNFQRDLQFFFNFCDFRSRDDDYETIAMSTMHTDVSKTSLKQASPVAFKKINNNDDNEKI
NPY-Y1 antag: NPY-Y1 (human) receptor antagonism. HEK293-CNG Y1 cells, membrane potential fluorescence; NPY at EC95, then isoproterenol. P25929. inhibition, % at 3.6 µM. AID 1040. hit rate 1% among 200,000;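 active = inhibition above the campaign mean inhibition of all tested compounds plus 3 SD, cut at about 20% in these data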;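 note: 0% = DMSO wells given NPY plus isoproterenol and 100% = isoproterenol alone without NPY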
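Material: HEK293 cells co-expressing NPY Y1 receptor and cyclic-nucleotide gated channel. Timing: compound incubation 1 h at room temperature, readout 45 min post-stimulation. Signal: fluorescence, membrane potential probe.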
NPY-Y2 PAM-ag: human NPY-Y2 potentiation or agonism, primary screen; P49146; hit rate 0.45% among 220,000; activation, % at 3.6 µM; cells expressing NPY-Y2, potentiator/agonist read-out; in the data active = activation above about 27%;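 note: cells stimulated with NPY near EC25 plus isoproterenol at EC100; 0% = vehicle plus submaximal agonist and 100% = vehicle plus saturating agonist; some results beyond the cut were filed as inactive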
CHOP inhibitor: CHOP inhibition in unfolded protein response. inhibition, % at 10 µM. AID 2732. hit rate 3.8% among 220,000. CHO-K1 CHOP-promoter luciferase, tunicamycin-induced, 15-18 h;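 active = compounds that reduced the stress-induced luciferase reporter signal by more than about 70% of percent inhibition, limit read from the data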;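 note: 0% = tunicamycin plus vehicle and 100% = wells without tunicamycin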
S1P4 ag: activates the human S1P4 receptor; O95977; S1P4-expressing cell line, agonist reporter assay; activation, % at 4.98 µM; hit rate 0.35% among 220,000; in the data active = activation above about 11%;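 note: 0% = DMSO vehicle and 100% = reference agonist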
The depositor's hits bear a star; / = no result given.

Results follow in this order: Ba/F3 V617F tox, BaF3 parental, S1P4 antagonist, NCF1 inh, NPY-Y1 PAM-ag, NPY-Y1 antag, NPY-Y2 PAM-ag, CHOP inhibitor, S1P4 ag
> Cc1sc2nc(SCC(=O)NCc3ccco3)[nH]c(=O)c2c1C
→ -1, 5, 0, -9, -4, 7, 3, -9, 0.9
> O=[N+]([O-])c1cc([N+](=O)[O-])c2cccnc2c1Oc1ccccc1O
→ 3, 4, -13, 12, -19, 5, -7, 86*, -1.2
> Cn1c(=O)c2c(nc(SCC(=O)N3CCCc4ccccc43)n2C)n(C)c1=O
→ 2, 4, -8, /, -19, 1, -7, /, 2.4
> Cc1cc(C)c2c(c1)/C(=N\N=c1\sc3ccccc3n1C)C(=O)N2
→ 1, 39*, -21, -32, 32, /, 10, 69, 2.1
> O=C(CC(c1ccccc1)c1ccccc1)N1CCN(c2ccccn2)CC1
→ -2, 4, 12, -15, 0, -2, 3, 3, 0.5
> COc1ccc(C(=O)COC(=O)C2CCC(=O)N2)cc1 (centres undefined)
→ -5, -1, -1, -9, 4, -6, 0, -8, 3.5
> O=C(O)c1c2c(nc3ccc(F)cc13)CCC2
→ -4, 5, -10, -6, 0, 0, -16, 12, -1.5
> NC(=O)NOCc1cccc(Cl)c1
→ 0, 2, -19, -6, 3, 4, 7, 14, 0.0
> CC(C)Cc1csc(NC(=O)c2ccc(F)cc2)c1C(=O)O
→ -1, 0, -7, -14, -35, 6, -14, -8, -0.7
> Cc1nn(C)c(C)c1S(=O)(=O)NCc1cccs1
→ 3, 4, 18, -8, -8, -2, 1, -8, 1.5
> O=C(CN1C(=O)S/C(=C\C=C\c2ccccc2)C1=O)Nc1cccc(O)c1
→ 0, 0, -5, -10, 26, -5, 14, 39, 2.3
> C=CCOC(=O)Nc1ccc(Cl)cc1NC(=O)OCC=C
→ 3, 2, 2, -7, -13, 11, 0, 14, -0.2
> CNC(=S)Nc1cccc(S(=O)(=O)NC2=NCCC2)c1
→ 2, 5, -2, -1, 11, -2, 3, -9, -0.1
> CCNC(=O)C/C(C)=N/NC(=O)C1CCCCC1
→ -1, 2, 6, 1, -34, 4, -10, 0, -1.2
> O=C1c2cccnc2Oc2ccc(Cl)cc2N1Cc1ccc(F)cc1
→ 6, 12, -2, 1, -6, 0, 1, 27, -3.3
> CC1(C)OC(=O)C(=CNc2ccccc2)C(=O)O1
→ -2, 4, -7, 5, 23, 3, -4, 27, 0.1
> CCCN1CCC(NC(=S)Nc2ccc([N+](=O)[O-])cc2)CC1
→ 0, 0, -13, /, 12, -4, 21, 16, -0.6
> Cc1[nH]c2ccccc2c1/C=N/Nc1cccc(C(=O)O)c1
→ -3, 1, 11, -19, -10, /, -3, 20, 1.0
> CCOC(=O)/C(=C/c1ccc(F)cc1)NC(C)=O
→ 5, 7, -19, 2, -13, 3, -3, 5, 0.7
> Cc1ccc2sc(NC(=O)CN3C(=O)CCC3=O)nc2c1C
→ -3, 2, 3, -6, 1, 2, 7, 19, -1.2
> O=C(Nc1ccccc1N1CCOCC1)c1ccc2nc[nH]c2c1
→ 0, 2, -8, -6, 21, -13, 41*, 14, 1.6
> COc1ccc(-n2c(SCC(=O)NCc3cccs3)nc3[nH]ncc3c2=O)cc1
→ 0, 2, 2, -3, 1, 7, -1, -11, 0.5
> N#CCCn1cc(/C=C2\NC(=S)N(c3ccccc3)C2=O)c(-c2ccc(F)cc2)n1
→ 6, 14, -10, -8, 19, -7, 23, 79*, 0.5
> Clc1ccc(-c2nnc3c4ccccc4nc(N4CCOCC4)n23)cc1Cl
→ 1, 6, -1, -3, -17, 21*, -9, -10, -0.4
> NC(=O)c1ncc(C(F)(F)F)cc1Oc1cccc(F)c1
→ -1, 7, -3, -3, -12, 5, 15, 8, -0.3
> CC(C)(C)c1ccc(N=C2SCC(=O)N2Cc2cccs2)cc1
→ 2, -1, 7, -9, -31, /, -32, -33, 1.6
> COc1ccc(OC)c(C(C(=O)NCc2ccco2)N(C(=O)Cn2nnc3ccccc32)C2CC2)c1 (centres undefined)
→ 2, 5, -12, -2, 4, -3, -13, 45, -0.3
> C=CCSc1nc(C)c(CCCC)c(=O)[nH]1
→ 3, 7, -6, -5, -2, 7, -16, -4, 0.1
> COc1ccc(NC(=O)c2ccccc2C)c(OC)c1
→ -1, 4, 0, -11, -1, -1, -29, 26, 2.8
> O=C(Nc1cnc2ccccc2c1)N1CCOCC1
→ -1, 4, 1, -3, 13, 2, -4, 8, -0.9
> Cc1nn(-c2cc(C(F)(F)F)ccn2)c(=O)o1
→ -3, -4, 12, -3, -8, /, 17, 10, 0.2
> O=C(O)c1ccc(S(=O)(=O)c2ccccc2)cc1
→ -1, 6, 1, -3, -7, 6, 4, -9, 0.1
> COCCn1c(SCC#N)nnc1-c1ccccc1
→ -1, 9, 0, 1, 1, 0, -9, 21, 0.1
> CCc1ccccc1NC(=O)CN(C)C(=O)CSc1nnc(Nc2cccc(C)c2)s1
→ -1, 8, -10, -16, -3, 0, -3, 13, -0.8
> NC(=O)CCC(NS(=O)(=O)c1ccc(Cl)cc1)C(=O)NCc1ccccc1Cl (centres undefined)
→ 0, 4, -12, -16, 15, -1, 10, 2, 0.1
> Cc1cc(C)nc(SCC(=O)N/N=C/c2cccn2-c2cccc(C(F)(F)F)c2)n1
→ -1, 7, -10, -10, 5, 2, 6, 11, 0.0
> OC[C@@H]1CCCN1Cc1cn(-c2ccccc2)nc1-c1ccc2c(c1)OCO2
→ 5, 5, -11, -6, -12, 7, -21, 20, 0.3
> O=C(NCCCN1CCOCC1)c1ccc(Br)cc1
→ 0, -1, -14, -15, 7, 1, 13, -31, 2.6
> O=C(CSc1nnc(-c2ccc(F)cc2)c2ccccc12)Nc1c(F)cccc1F
→ 3, 6, 5, -13, 5, 2, -3, 39, -0.5
> CC(=O)OCC(CCn1cnc2cnc(N)nc21)COC(C)=O
→ -3, -7, 1, -13, 13, 0, 14, 15, 1.7
> CCn1c(SCC(=O)n2c(C)c(C)c3ccccc32)nnc1-c1ccco1
→ -2, 3, -1, 23, 5, 11, 16, 58, 1.1
> CCOC(=O)CC(=O)CSc1[nH]c(=O)cc(C)c1C#N
→ 0, 1, -4, -4, -5, 5, -4, -51, 0.5
> CC(C)COC(=O)c1ccc2c(c1O)C(=O)c1ccccc1C2=O
→ 4, 7, 9, -4, 8, 2, 1, -6, 0.6
> CC1CCN(c2ccc(/C=C(\C#N)c3nn(-c4ccccc4)c(N)c3C#N)cc2[N+](=O)[O-])CC1
→ -3, 2, -11, -7, -3, 1, 16, -11, 0.8
> Cc1ccc(OCC(=O)NNC(=O)C(=O)NC(C)(C)C)cc1
→ 2, 4, -16, 2, -5, 12, -3, -6, 1.3
> COc1ccc(-n2cccc2C=O)cc1OC
→ 2, 3, -4, -12, 15, -2, -4, -22, 3.3
> Cc1cc(C)nc(N/N=C/c2cn[nH]c2-c2ccc(F)cc2)n1
→ -3, -1, -16, -9, 15, /, -8, -5, 2.8
> Cc1cc2c(c(N3CCOCC3)n1)C(=O)OC2
→ 2, 7, 35*, 3, -1, 1, -13, -14, -0.5
> O=C(NCc1cn2ccccc2n1)c1ccc(Br)o1
→ -4, 1, -28, -17, 3, 1, 6, -2, -1.9
> Cc1c(CNC(=O)c2cnn3c2NC(c2ccccc2)CC3C(F)(F)F)cnn1C (centres undefined)
→ 3, 4, 7, -2, 15, -4, -5, 25, 1.2
> C=CCN1CC(c2nc3ccccc3n2Cc2cccc3ccccc23)CC1=O (centres undefined)
→ 7, 10, 3, -4, -22, 1, -23, 22, -1.0
> O=C(/C=C/Nc1ccccc1Oc1ccccc1)c1ccco1
→ 0, 10, -16, -25, -29, -1, -16, 5, 0.4
> CCC(C)(C(=O)Nc1ccccc1C)N(C(=O)CNC(C)=O)c1ccccc1C (centres undefined)
→ -2, 2, -33, -5, 11, 8, 9, -4, 2.2
> O=C(CCOc1ccc(F)cc1)Nc1nccs1
→ -1, 3, 15, 1, -7, /, 3, -12, 0.7
> COc1ccc(C2c3ccc(O)cc3Oc3ncn(CC(C)C)c(=N)c32)cc1 (centres undefined)
→ 1, 7, -11, -16, 17, /, -12, 16, 0.8
> COC(=O)c1[nH]c(C)c(/C(O)=C2\C(=O)C(=O)N(CCN(C)C)C2c2ccc(C)o2)c1C (centres undefined)
→ 2, 5, -4, 1, 3, -2, -1, -6, 2.2
> Cc1nc(=O)c(-c2ccccc2)c(C)n1Cc1ccccc1
→ -4, 4, -18, 1, 6, 5, 7, -7, -0.7
> Cc1nnc(SCC(=O)c2ccc(Cl)cc2)n(N)c1=O
→ -1, 0, -10, -5, 3, 1, 0, -33, 0.6
> CCOC(=O)C1CCN(CC(O)COc2ccc(C(C)(C)CC)cc2)CC1 (centres undefined)
→ -4, 4, -5, -12, -25, 11, 2, 93*, -0.6
> COc1ccc(CCNC(=O)Cn2c(=O)n(-c3ccc(F)cc3)c(=O)c3sccc32)cc1OC
→ 1, 1, -9, -3, 8, -7, 2, -9, 0.1

(cont.)
Results follow in this order: Ba/F3 V617F tox, BaF3 parental, S1P4 antagonist, NCF1 inh, NPY-Y1 PAM-ag, NPY-Y1 antag, NPY-Y2 PAM-ag, CHOP inhibitor, S1P4 ag
> c1cc2c3c(cccc3c1)C(N1CCCCC1)=N2
→ -1, 5, 4, -4, -3, 2, 8, -9, 0.6
> Cn1c(=O)c2c(nc(N3CCCCC3)n2CCNC2=NCCC2)n(C)c1=O
→ -3, -1, -4, -6, -4, 4, 20, -2, 1.4
> Cc1cccc2cc(CN(CC3CCCO3)C(=S)NCc3ccco3)c(=O)[nH]c12 (centres undefined)
→ 0, 6, -1, -12, -17, 1, -7, -4, 0.9
> CCC(=O)NC(C)c1nc2ccccc2n1C (centres undefined)
→ 2, 6, 3, 0, 6, 0, 3, 24, 0.6
> COc1ccc(C(=O)[C@H]2[C@H]3C(=O)N(c4ccc(C)cc4)C(=O)[C@H]3C3C=CC=NN32)cc1 (some centres undefined)
→ -4, 4, 8, -34, 3, /, 11, -28, 0.4
> CCNC(=S)Nc1cccc([N+](=O)[O-])c1
→ -2, 1, 0, -4, 1, -4, 1, 51, 1.1
> CS/C(=N\S(=O)(=O)c1ccc(N)cc1)NS(=O)(=O)c1cccs1
→ 2, 10, 3, -6, -1, -1, -7, 1, 0.8
> O=C(N/N=C1\CCc2ccccc21)c1ccncc1
→ -1, 2, -8, -1, -14, -1, 20, -11, 2.1

Source: PubChem (several laboratories)
